UBC13 inh – inhibitors of human UBC13 polyubiquitin chain formation; P61088; TR-FRET; inhibition, % at 20 µM; 330,000 compounds, 0.47% hits; AID 485273; in the data active = inhibition above about 45%, passing the limit was not always enough
ATG4B inhibitor – blocks human ATG4B protease cleavage of LC3 substrate | inhibition, % at 8.33 µM | AID 504462 | ATG4B cleavage of LC3-PLA2, NBD-HPC fluorescence, 1 h | Q9Y4P1 | 340,000 compounds, 0.51% hits; in the data active = inhibition above about 40%
CCR6 antag – CCR6 (human) receptor antagonism. CHO-K1 CCR6 PathHunter beta-arrestin, luminescence, CCL20-stimulated. inhibition, % at 20 µM. 340,000 compounds, 0.49% hits. AID 493098;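 active = compounds whose inhibition of the agonist-driven luminescence signal at 20 µM reaches about 50%, limit read from the data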;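 also: cells stimulated with CCL20 at 14 nM final; plate controls were DMSO with CCL20 for no effect and DMSO without agonist for full effect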
Target sequence (P51684 whole entry, looked up): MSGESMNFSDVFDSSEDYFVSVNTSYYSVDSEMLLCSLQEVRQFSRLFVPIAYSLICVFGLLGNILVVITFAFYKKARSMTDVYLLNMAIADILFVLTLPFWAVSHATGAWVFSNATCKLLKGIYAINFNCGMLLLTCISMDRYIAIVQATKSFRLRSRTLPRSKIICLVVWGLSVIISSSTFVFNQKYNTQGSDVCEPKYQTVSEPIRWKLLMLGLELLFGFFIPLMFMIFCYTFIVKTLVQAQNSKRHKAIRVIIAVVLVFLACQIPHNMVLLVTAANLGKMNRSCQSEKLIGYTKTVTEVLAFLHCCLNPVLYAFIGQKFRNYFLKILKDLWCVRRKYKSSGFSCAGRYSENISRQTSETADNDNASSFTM
CXCR6 block – CXCR6 (human) receptor inhibition; AID 602244; CHO-K1 PathHunter CXCR6 beta-arrestin, luminescence; inhibition, % at 20 µM; 360,000 compounds, 0.36% hits; O00574; in the data active = inhibition above about 34%, passing the limit was not always enough;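 also: antagonist mode with CXCL16 agonist at 10 nM final; 0% = 10 nM CXCL16 with DMSO and 100% = unstimulated wells without agonist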
Target sequence (O00574 whole entry, looked up): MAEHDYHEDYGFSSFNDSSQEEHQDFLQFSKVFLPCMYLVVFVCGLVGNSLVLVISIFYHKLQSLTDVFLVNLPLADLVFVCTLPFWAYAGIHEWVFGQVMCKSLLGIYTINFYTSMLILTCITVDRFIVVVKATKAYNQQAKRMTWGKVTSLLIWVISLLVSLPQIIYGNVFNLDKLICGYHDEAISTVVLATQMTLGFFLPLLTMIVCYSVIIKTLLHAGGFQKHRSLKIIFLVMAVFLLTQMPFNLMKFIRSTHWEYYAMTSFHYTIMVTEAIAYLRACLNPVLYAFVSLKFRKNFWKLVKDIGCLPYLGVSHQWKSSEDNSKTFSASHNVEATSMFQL
Gli-Sufu block – antagonists of Gli-Sufu signaling; Sufu-KO-LIGHT fibroblasts, Gli luciferase reporter luminescence; 340,000 compounds, 0.74% hits; inhibition, % at 5 µM;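 active = inhibition above about 55%, limit read from the data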;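 also: 0% = DMSO-treated cells and 100% = wells with medium but no cells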
APJ antagonist – antagonists of human APJ apelin receptor; P35414; inhibition, % at 20 µM; CHO-K1 APJ beta-arrestin complementation, luminescence; 330,000 compounds, 0.32% hits;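 active = inhibition above about 40% at 20 µM, limit read from the data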;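 also: cells challenged with 10 nM apelin-13 agonist together with compound; plate controls were apelin-13 plus DMSO wells for no effect and DMSO wells lacking apelin-13 for full effect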
EBI2 block – antagonists of human EBI2 receptor. EBI2 beta-arrestin recruitment, luminescence, 7a,25-OHC stimulated. 360,000 compounds, 0.81% hits. inhibition, % at 5 µM. AID 651636. P32249; in the data active = inhibition above about 38%;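 also: enzyme fragment complementation signal reports receptor beta-arrestin coupling in cells; 0% = agonist plus DMSO wells and 100% = wells without agonist; some results beyond the cut were filed as inactive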
Target sequence (P32249 whole entry, looked up, the tested form may be a part): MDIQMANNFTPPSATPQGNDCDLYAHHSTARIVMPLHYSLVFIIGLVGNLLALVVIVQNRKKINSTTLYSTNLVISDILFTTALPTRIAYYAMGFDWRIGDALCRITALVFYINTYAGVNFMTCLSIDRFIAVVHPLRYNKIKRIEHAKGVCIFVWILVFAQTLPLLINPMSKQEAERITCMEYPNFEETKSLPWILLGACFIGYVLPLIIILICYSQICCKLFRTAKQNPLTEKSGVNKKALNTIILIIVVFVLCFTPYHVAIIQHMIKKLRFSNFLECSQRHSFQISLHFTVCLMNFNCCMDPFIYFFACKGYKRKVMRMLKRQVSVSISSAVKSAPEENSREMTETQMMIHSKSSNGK
APJ agonist – activates the human apelin receptor APJ; P35414; CHO-K1 APJ PathHunter beta-arrestin, luminescence; 0% DMSO wells, 100% apelin; activation, % at 20 µM; 330,000 compounds, 0.11% hits; AID 2520;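 active = activation more than six SD over the plate average, tested at 20 µM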;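 also: 0% = DMSO alone and 100% = apelin-13 at 10 nM; some results filed as inactive read as strong as hits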
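Assay system: engineered CHO-K1 APJ arrestin reporter cells; Amount: 1000 CHO-K1 reporter cells seeded per well; Dosing: one dose, 20 µM compound, 1% DMSO; Times: compound stimulation 90 min at 25 °C, detection 60 min; Measured by: luminescent beta-gal fragment complementation, chemiluminescent substrate; Read-out: APJ–arrestin association signal; Controls: DMSO vs Apelin-13 10 nM.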
* hit, by the source's call; . = no result given.

SMILES	UBC13 inh	ATG4B inhibitor	CCR6 antag	CXCR6 block	Gli-Sufu block	APJ antagonist	EBI2 block	APJ agonist
Cc1nnc(NC(=O)C(C)Sc2nnc(-c3ccco3)n2C)s1 (centres undefined)	-2.9	-4.8	18.6	-10.1	23.8	11.3	0.8	0.6
O=C(c1cnsn1)N1CCCC(Nc2ccc(F)c(F)c2)C1 (centres undefined)	-2.0	-3.3	-4.4	6.1	32.2	-6.5	-7.3	-2.7
O=C(NCCCc1ccccc1)[C@@H]1Cc2ccccc2CN1	-0.3	7.1	12.6	5.9	-13.9	-8.0	0.7	-3.0
Cc1ccc(S(=O)(=O)N2[C@@H](c3ccc(Cl)cc3)C(C(=O)O)=CC[C@H]2c2ccc3c(c2)OCO3)cc1	-13.0	-6.8	5.6	3.4	-1.6	3.9	1.8	4.2
Cn1c(-c2ccc(N)cc2)nc2ccccc21	9.0	-12.2	-36.8	-30.0	28.8	5.0	-3.0	-2.8
O=C(COc1ccc(-n2cnnn2)cc1)Nc1ccc(F)c(Cl)c1	-8.7	-0.7	8.8	-1.9	-14.5	1.1	-0.1	2.0
CC(=O)Cc1cc(O)c2ccccc2c1OC(=O)c1ccc(Br)cc1	-5.7	-16.6	-0.8	-7.5	15.1	-8.2	5.8	4.8
COc1ccc(CC(=O)Nc2nc(C)cs2)cc1OC	3.3	-9.4	-1.3	-5.4	9.3	26.2	-0.2	-4.1
Cc1cccc(N2CCN(C(=S)Nc3ccc4nc(N5CCOCC5)cc(C)c4c3)CC2C)c1 (centres undefined)	10.9	-8.8	15.0	-13.5	16.9	7.0	19.8	0.9
O=C(NNC(=O)c1ccc(Br)o1)c1csc(N2CCOCC2)n1	7.4	0.1	-2.4	1.3	-7.9	1.8	-5.6	-2.3
Cc1cc(C)n(S(=O)(=O)c2ccccc2[N+](=O)[O-])n1	-4.0	3.8	-3.0	-11.1	7.6	-21.9	6.8	0.3
O=C1CC(c2ccccc2)=NN1c1nc(-c2ccccc2)cs1	-20.1	18.8	26.9	2.8	-8.0	-4.4	-3.8	-3.4
CC(NC(=O)Nc1cccc(F)c1)c1ccc2c(c1)OCO2 (centres undefined)	6.2	-0.1	-5.0	5.9	9.4	15.4	-4.1	1.3
CC(=O)NC(CCS(C)(=O)=O)C(=O)Nc1cccc(C)c1 (centres undefined)	3.3	0.1	0.7	1.2	-3.0	-2.3	-7.6	-1.6
CCN(C(=O)C1CCN(S(=O)(=O)c2cccc3nonc23)CC1)c1ccccc1	5.4	-8.0	6.5	4.0	0.5	2.8	1.3	-0.5

Reprinted from the part before: five entries, followed by the next part.
SMILES	UBC13 inh	ATG4B inhibitor	CCR6 antag	CXCR6 block	Gli-Sufu block	APJ antagonist	EBI2 block	APJ agonist
Cc1cc(C)n(S(=O)(=O)c2ccccc2[N+](=O)[O-])n1	-4.0	3.8	-3.0	-11.1	7.6	-21.9	6.8	0.3
O=C1CC(c2ccccc2)=NN1c1nc(-c2ccccc2)cs1	-20.1	18.8	26.9	2.8	-8.0	-4.4	-3.8	-3.4
CC(NC(=O)Nc1cccc(F)c1)c1ccc2c(c1)OCO2 (centres undefined)	6.2	-0.1	-5.0	5.9	9.4	15.4	-4.1	1.3
CC(=O)NC(CCS(C)(=O)=O)C(=O)Nc1cccc(C)c1 (centres undefined)	3.3	0.1	0.7	1.2	-3.0	-2.3	-7.6	-1.6
CCN(C(=O)C1CCN(S(=O)(=O)c2cccc3nonc23)CC1)c1ccccc1	5.4	-8.0	6.5	4.0	0.5	2.8	1.3	-0.5
COc1ccccc1-n1ccnc1SCC(=O)NC(C)(C)C	-1.0	-2.0	2.8	3.1	3.5	-6.1	-8.1	-4.7
COc1ccc(C(=O)N(C)Cc2ccccc2F)cc1S(=O)(=O)N1CCCC1	3.0	-6.6	3.3	-1.0	-4.3	8.4	-12.3	-4.3
Cc1c(N2C(=O)c3ccccc3C2=O)c(=O)n(-c2ccccc2)n1C	-3.1	0.0	-4.3	7.8	15.4	4.8	-4.7	-1.5
COc1cc(C(=O)NCCC(C)C)c([N+](=O)[O-])cc1OC	-10.1	4.3	7.6	2.9	-20.1	1.3	2.0	-2.9
COc1ccc(NC(=O)Cc2nnc(SCC(=O)c3ccc(F)cc3)n2C)cc1	-1.3	-10.3	4.6	-3.0	4.0	2.3	-5.0	-0.3
CN(C)C(=S)Nc1ccc(Cc2ccncc2)cc1	-12.7	-0.1	8.7	2.8	1.4	-13.8	-17.9	-1.6
O=C(COC(=O)CCN1C(=O)c2cccc([N+](=O)[O-])c2C1=O)NCc1ccccc1	-6.5	2.7	6.5	0.4	3.3	19.7	-6.9	-3.1
COc1ccc(C(=S)N2CCN(c3ccccc3C)CC2)cc1	-0.2	4.0	17.0	-0.6	2.2	-0.9	37.5	-4.4
CCCCc1nnc(NC(=O)Cc2ccc(S(=O)(=O)N3CCOCC3)s2)s1	-12.9	0.7	-0.3	3.7	-1.0	-53.5	-7.1	-1.3
CCC(C)n1nccc1NC(=O)C(C)OC(=O)c1cc2ccccc2[nH]1 (centres undefined)	4.9	-15.0	9.4	-4.1	6.2	-8.9	0.7	4.4
COc1cc(OC)cc(-c2nnc(NC(=O)CCS(=O)(=O)c3ccc(C)cc3)o2)c1	-4.4	-6.9	9.0	7.4	-17.3	13.5	-4.2	-3.9
CCN(CC)c1ccc(S(=O)(=O)N2CCOCC2)cc1NC(=O)COC(=O)/C=C/c1ccco1	.	-2.8	10.4	9.1	-3.6	.	-10.9	.
NC(=O)c1ccc2c(=O)n3c(-c4cc(Cl)c(N)c(Cl)c4)csc3nc2c1	6.3	-5.6	0.3	10.7	12.3	1.3	-0.8	10.2
COc1ccc(CNC(=O)C2CCC(CNc3c(N4CCC(C)CC4)c(=O)c3=O)CC2)cc1 (centres undefined)	18.8	-4.0	7.2	-7.2	7.1	15.7	19.3	-3.0
CCNc1nc(NCC)n2c(SCC(=O)Nc3ccccc3C(F)(F)F)nnc2n1	-3.8	-11.6	2.1	1.2	-2.9	-1.8	-13.4	2.5
CCOC(=O)c1oc2ccccc2c1NC(=O)Cc1cccs1	2.1	-3.3	16.2	5.2	-3.3	14.4	2.4	-5.2
O=C(NCc1cccs1)c1ccncc1	8.9	-12.2	6.6	2.0	0.5	4.4	-9.9	-2.1
O=C(O)c1ccc2c(c1)C(=O)N(c1ccc(C(=O)OCC(=O)c3ccccc3)cc1)C2=O	-1.4	-0.9	5.8	5.0	-2.1	-18.7	-9.4	-0.4
CCN(CC(=O)NC(C)C)C(=O)CCNC(=O)c1ccc(Cl)cc1	-0.2	-7.5	6.7	-3.4	0.9	26.8	13.9	-5.2
CN(C1CCCCC1)S(=O)(=O)c1cn(C)c(=O)n(C)c1=O	-20.7	1.4	-16.1	-1.3	-5.1	-11.9	-7.0	-0.8
COc1ccc(CCn2c(C)cc(C(=O)COC(=O)c3ccc(NC(=O)CC#N)cc3)c2C)cc1	-24.2	-16.4	7.5	-2.1	0.4	-37.1	4.2	1.3
C[N+]1(CCn2ccc3ccccc32)CCCCC1	1.6	-5.8	4.1	5.6	13.1	0.1	-5.5	-3.2
CCCCC(=O)N/N=C/c1sccc1C	-2.3	1.3	4.3	-0.1	-1.6	4.1	2.6	-1.4
COc1ccc(CCNC(=O)CCSc2nc(-c3ccco3)cc(C(F)(F)F)n2)cc1	0.5	-12.1	6.4	6.8	-1.4	9.1	16.4	-1.5
CCn1c(SCC#N)nc2c(c1=O)C1(CCCC1)Cc1ccccc1-2	18.1	-4.7	18.8	10.0	8.2	-11.4	26.3	-2.9
CCOc1ccccc1N(CC(=O)N/N=C/c1cc(Br)ccc1OC)S(C)(=O)=O	1.3	-21.2	-11.2	4.2	-8.4	15.4	8.6	-2.4
CCCOc1ccc(N2C(=O)CC(N(Cc3ccc(OC)cc3)C(=S)Nc3ccccc3)C2=O)cc1 (centres undefined)	2.0	-8.2	13.3	10.1	-11.3	3.0	7.5	-3.4
O=C(/C=C/c1cccs1)N1CCN(c2ccccc2F)CC1	-2.3	-1.2	3.5	7.7	19.5	-19.5	49.6*	-2.8
O=C(Nc1ccccc1C(=O)NCCCn1ccnc1)c1ccc(Cl)cc1Cl	-1.4	0.2	9.5	-3.2	19.3	9.7	-8.3	-2.7
COC(=O)c1cn(C(=O)c2cc(OC)cc(OC)c2)c2ccccc12	-1.8	-1.7	-8.0	-9.7	7.7	-7.7	1.2	1.1
Cc1ccccc1C(=O)NN(C)c1nc2ccccc2nc1C(F)(F)F	3.9	-0.4	-0.2	6.1	2.0	-3.7	-6.9	-3.9
Cc1ccccc1-n1ccnc1SCC(=O)NC1CCCC1	7.4	-2.3	12.7	-3.3	-6.4	28.9	-0.2	-5.5
C#Cc1cccc(NC(=O)Cc2cccs2)c1	5.9	3.1	11.2	-2.6	-1.5	9.1	-8.5	-1.6
COc1cc(CCC(N)c2cccc(O)c2)cc(OC)c1OC (centres undefined)	.	-1.8	0.2	8.6	5.0	.	-10.0	.
Cn1nc(C(=O)NCc2ccc(Cl)cc2)c2c1-c1ccccc1S(=O)(=O)C2	1.6	-9.4	17.0	2.4	8.7	-7.9	7.5	-4.4
COc1ccc(N2CCN(C(=S)Nc3ccc(C)cc3)CC2)cc1	-8.3	-6.2	-6.5	-7.0	-7.2	7.4	-1.0	-2.4
CC(=O)Nc1ccc(NC(=O)CC2(CC(=O)N3CCOCC3)CCCC2)cc1	2.9	-7.0	10.6	-1.6	-6.4	18.1	-2.2	2.5
CCNC(=O)CCc1nc(-c2ccc(C)cc2)no1	0.3	-4.3	-13.6	-5.8	-12.6	-11.9	-9.5	0.6
CCCOP(=O)(OCCC)C(Nc1ccc(C(=O)O)cc1)c1ccccc1 (centres undefined)	0.6	0.8	13.8	2.7	3.6	-9.0	-12.5	-4.5
NC(=O)CC(NC(=O)c1ccccc1)c1ccc(NCC2CC2)c([N+](=O)[O-])c1 (centres undefined)	-77.8	-12.5	17.7	17.5	27.9	12.4	10.1	3.2
Cc1ccc2nc(NCCCNC(=O)c3cnccn3)c(C#N)cc2c1	3.8	-6.8	-3.1	1.6	10.3	-15.4	-3.4	3.1
CNc1cc(CS(=O)c2ccccc2)nc(-c2ccccc2)n1 (centres undefined)	-0.2	-5.6	-9.1	3.9	0.0	25.8	7.8	-1.6
COC(=O)[C@]1(Cc2ccccc2)N[C@H](CN(C)C(=O)COc2ccccc2)[C@@H]2C(=O)N(Cc3ccccc3)C(=O)[C@@H]21	0.1	.	0.7	9.7	0.7	2.8	-3.7	-2.8
CCOC(=O)c1cnc2c(cnn2C)c1NCCCN(C)C	-6.5	3.3	-12.0	6.5	9.1	12.3	-4.5	-3.2
Cc1ccc(-c2nnc(-c3cccs3)o2)cc1	14.1	-2.9	7.2	1.3	-87.5	1.8	7.2	-5.0
Cc1ccc(OCc2nnc(SCc3cc(=O)[nH]c4ccccc34)n2-c2ccccc2)cc1	10.0	-25.7	22.6	9.4	12.4	-12.3	-7.5	-0.7
COc1ccc2oc(C(=O)NC(C)c3ccccn3)c(C)c2c1 (centres undefined)	-12.7	-11.1	-2.0	0.5	-10.6	6.4	5.8	-5.3
CCCC(C(=O)NC1CCCC1)N(C(=O)Cn1nnc(-c2ccc(C)o2)n1)c1ccccc1F (centres undefined)	0.6	-6.4	-3.8	2.4	-3.7	2.1	6.7	0.0
Cc1[nH]c2ccccc2c1NC(=O)CN1CCN(C(=O)c2ccco2)CC1	-4.9	4.7	3.0	-11.9	21.0	-14.6	-8.5	-0.7
COc1ccc(C(=O)OCCN2CCN(C3=NS(=O)(=O)c4ccccc43)CC2)cc1OC	3.9	-6.1	12.0	-3.3	-17.5	25.4	-11.2	-2.5
O=C(O)C1C2CC(C(Br)C2Br)C1C(=O)O (centres undefined)	.	0.9	-4.2	6.0	-0.1	.	-6.1	.
NC/C(=N\O)c1ccc(Cl)cc1Cl	2.1	-1.6	7.3	14.9	1.6	13.8	7.7	-1.9

Compound activity (PubChem BioAssay)
